High-throughput results: PubChem BioAssay, several laboratories
WT yeast gro inh – growth inhibition of WT strain, primary screen, mitochondrial fusion inhibitor project, WT and mutant strains, chemical genetic. mitochondrial fusion phenotypic screen. inhibition, % at 10 µM. AID 1362, 2008. 2.1% of 190,000 active; in the data active means inhibition above about 58%; tested in S. cerevisiae
Myeloid diff 2 – induction of myeloid progenitor differentiation, primary screen, cell-based, flow cytometry, MLPCN library; ER-HoxA9 myeloid progenitors, lysozyme-GFP differentiation; calls only at 10 µM; 1% of 360,000 active; AID 624256, 2012;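 active means normalized GFP-positive differentiation at or above the plate's own cutoff, the solvent-only control mean plus 3 SD; inconclusive means no clear call, values can overlap the other calls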;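 further: cells exposed to compound for four days before flow analysis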
Large T inhibition – SV40 large T antigen inhibitors, biochemical (AID 1903). 0.39% of 310,000 active. one-dose inhibition, % at 20 µM; IC50 in µM for titrated hits. SV40 large T antigen ATPase/helicase inhibition assay; higher % means a stronger effect; in the data active means a potency from the dose series; inconclusive means inhibition mostly from about 32% at the one dose, without a potency; inactive means the rest, 99 in 100 with inhibition below about 32%; further: strong numbers were not always called active
bCat nuc transl – modulators of beta-catenin nuclear translocation, primary screen, imaging, HeLa cells, immunofluorescence, high-content; nuclear translocation activity, % at 5 µM; 0.3% of 190,000 active; AID 1665, 2009;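 active means nuclear translocation activity above 50% at 5 µM, with a well cell count of 50 or more; inconclusive means wells under 50 cells across six images, flagged as toxic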;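 further: per-cell ratio of nuclear to cytoplasmic median beta-catenin stain intensity; plate controls were DMSO negative control for no effect and GSK-3 inhibitor IX positive control for full effect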
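Read-out: Nuclear/cytoplasmic beta-catenin signal ratio, % activation | Assay system: Human HeLa cell line | Times: 24 h compound exposure at 37°C, 5% CO2 | Signal: Fluorescence imaging of beta-catenin antibody stain plus DAPI | Dosing: 5 µM primary, 0.02–20 µM confirmation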
RSV antiviral HEp-2 – RSV antiviral activity via CPE protection, HEp-2 cells, primary 10 µM value included (AID 2391); 0.13% of 310,000 active; CPE inhibition, % at 10 µM, or IC50 in µM where a hit was titrated; HEp-2 cells, RSV-induced CPE inhibition; higher % means a stronger effect; in the data active means a potency from the dose series; inconclusive means CPE inhibition mostly from about 23% at the one dose, without a potency; inactive means the rest, 99 in 100 with CPE inhibition below about 21%; further: strong numbers were not always called active
MgcRacGAP inhibition – MgcRacGAP GTPase-activating activity inhibitors, confirmation, biochemical, ADP Hunter fluorescence; Rac GTPase-activating protein 1 (Homo sapiens); MgcRacGAP-stimulated Rac1 GTP hydrolysis, ADP Hunter fluorescence; higher % means a stronger effect; GST-tagged Rac1 F28L mutant substrate; inhibition, % at 30 µM, or IC50 in µM where a hit was titrated; 0.6% of 340,000 active;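 active means first-screen hits whose inhibition reached a set limit at any dose in the follow-up dose series; inconclusive means inhibition above the set first-screen limit but never retested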;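 further: fluorescence reports GDP produced by GAP-driven GTP hydrolysis; strong numbers were not always called active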
T cell modulator – modulators of CD8 T cell-vesicle binding, primary screen, mouse 2C CD8+ T cells, flow cytometry | 2C CD8+ T cell-vesicle binding; stronger effect = lower value | calls only at 7 µM | 0.068% of 330,000 active | AID 2052, 2009;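 active means response, share of CD8 T cells binding vesicles, and their 90th percentile fluorescence all below set limits, cut at about 80% in these data, passing the limit was not always enough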
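Material: 2C TCR transgenic mouse naive CD8+ T cells, MACS-purified. Also added: QL9-charged Drosophila Ld/ICAM-1/B7-1 vesicles. Timing: binding 1.5 h at 37 °C. Measured by: high-throughput flow cytometry with anti-B7-1 and anti-CD8 staining. Read-out: percent CD8+ FL2 mean versus row control. Controls: Unloaded micro-vesicles (low), QL9 vesicles with 0.7% DMSO (high).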
Salmonella PhoP GFP – inhibitors of PhoP regulon expression, primary screen, Salmonella Typhimurium, GFP reporter (AID 1863); S. Typhimurium PhoP-regulated promoter GFP reporter, 4 h; higher % means a stronger effect; inhibition, % at 50 µM; hits with a dose series show IC50 in µM; 0.16% of 300,000 active;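 active means inhibition over 29.93%, a cutoff 3 SD above the screen mean, later confirmed by dose response; inconclusive means inhibition over 29.93% but no dose response follow-up; inactive means inhibition at most 29.93% or unconfirmed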;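 further: 0% = low Mg2+ inducing control and 100% = high Mg2+ repressing control; strong numbers were not always called active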
West Nile antiviral – West Nile virus antiviral activity, cell-based, CPE readout (AID 1621). West Nile virus-infected cells, CPE inhibition; higher % means a stronger effect. CPE inhibition, % at 10 µM; hits with a dose series show IC50 in µM. 0.02% of 290,000 active; in the data active means a potency from the dose series; inconclusive means CPE inhibition mostly from about 3.7% at the one dose, without a potency; inactive means the rest, 99 in 100 with CPE inhibition below about 2.2%; further: strong numbers were not always called active
WT yeast gro inh mutant strain – recorded beside WT yeast gro inh, whose call it bears; inhibition, %; mitochondrial fusion phenotypic screen, mutant strain inhibition
bCat nuc transl cell count 5 µM – further read-out of bCat nuc transl, marked with its call; cell count; measured here: cell count, cytotoxicity flag
T cell modulator vesicle-bound % – also measured in T cell modulator; calls as there; double positive events, %; measured here: CD8+ vesicle-bound cell fraction;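 binding gate set so that unloaded-vesicle control wells show 10% double positive cells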
Myeloid diff 2 GFP+ MAC1+ % – recorded beside Myeloid diff 2, whose call it bears; GFP+ MAC1+ double positive, %; measured here: differentiation confirmed by MAC1 staining
The depositor's hits bear a star; i = inactive; ? = inconclusive; . = no result given.

SMILES	WT yeast gro inh	WT yeast gro inh mutant strain	Myeloid diff 2	Myeloid diff 2 GFP+ MAC1+ %	Large T inhibition	bCat nuc transl	bCat nuc transl cell count 5 µM	RSV antiviral HEp-2	MgcRacGAP inhibition	T cell modulator	T cell modulator vesicle-bound %	Salmonella PhoP GFP	West Nile antiviral
COc1ccc(C(=O)N2CCCC(c3nc(-c4cccs4)no3)C2)cc1 (stereo unspecified)	14	-2	i	10	6%	0.5	1134	0.8%	-1%	i	16	-1%	-0.6%
Cc1cc(C)cc(C(=O)NCC(=O)N2CCN(C(c3ccccc3)c3ccccc3)CC2)c1	.	.	.	.	9%	.	.	0.3%	8%	i	11	4%	-0.5%
CCOc1ccc(S(=O)(=O)NC(C)C(=O)NCc2cccnc2)cc1 (stereo unspecified)	.	.	i	1.2	4%	.	.	0.3%	-1%	i	33	4%	-0.3%
O=C(NNC(=O)C1CCCCC1)c1ccc(Br)cc1	-15	3	i	0.1	11%	0.3	1464	0.8%	4%	i	57	-1%	-0.4%
COc1ccc(N2C(N)=C(C#N)C(c3cccnc3)C3=C2CC(C)(C)CC3=O)cc1 (stereo unspecified)	-6	-6	i	0.5	12%	1.7	923	4.8%	6%	i	34	10%	0.2%
COc1ccccc1NS(=O)(=O)c1cccc(NC(=O)c2sc3ccccc3c2Cl)c1	8	18	i	0.3	6%	4.3	795	?	6%	i	20	-3%	-1.1%
Cn1c(SC2C(=O)CC(C)(C)CC2=O)nnc1-c1ccco1	13	11	i	4.5	4%	-3.8	1079	2.1%	10%	i	25	-1%	-0.3%
CCn1nc(C)c(CN2CCCC(C(=O)c3cccc(OC(C)C)c3)C2)c1C (stereo unspecified)	3	1	i	0.2	2%	1.6	1510	9.2%	5%	i	43	8%	-2.0%
CCO[C@@H]1c2c(ccc3ccc(=O)oc23)OC(C)(C)[C@@H]1O	.	.	i	0.7	.	.	.	0.3%	9%	i	18	.	.
Cc1ccc(N(C(=O)c2csnn2)C(C(=O)NC(C)(C)C)c2cccnc2)cc1 (stereo unspecified)	7	3	i	0.6	6%	0.6	1540	-2.6%	6%	i	17	4%	1.1%
O=C(Nc1ccc(Cl)cc1)[C@@H]1[C@@H]2C(=O)N(c3ccc4ccccc4c3)C(=O)[C@@H]2[C@H]2C=CC=NN21	6	5	i	3.3	8%	-1.9	1178	0.8%	-7%	i	29	16%	-0.2%
O=C(CC1SC(=O)NC1=O)Oc1ccc(/C=N/NC(=O)c2ccccc2O)cc1 (stereo unspecified)	.	.	i	0.9	48%	1.7	1323	0.6%	30%	i	52	-5%	0.2%
CCCOc1c(Br)cc(C2C3=C(CCCC3=O)N(C)C3=C2C(=O)CCC3)cc1OC	12	22	i	0.3	-4%	.	.	3.5%	4%	i	62	9%	-1.0%
Cc1ccc(S(=O)(=O)Nc2nc3ccccc3nc2NCC2CCCO2)cc1C (stereo unspecified)	.	.	i	0.0	18%	0.7	1306	3.5%	8%	i	16	-5%	-0.4%
Cc1cc(C(=O)N2CCCC(Nc3ccc(F)cc3)C2)c(C)o1 (stereo unspecified)	.	.	i	0.4	10%	.	.	1.1%	8%	i	73	2%	-0.8%
CCOC(=O)C(CC)n1cnc2c(nnn2-c2cccc(OC)c2)c1=O (stereo unspecified)	.	.	i	0.8	0%	.	.	0.1%	5%	.	.	6%	0.1%
CCN(CC)S(=O)(=O)c1ccc(N2CCOCC2)c(NC(=O)Cc2ccccc2F)c1	-6	2	i	0.4	15%	-2.7	1117	5.0%	3%	i	34	9%	2.9%
COc1ccc(/C=C(\NC(=O)c2ccc(C)cc2)C(=O)NCC2CCCO2)cc1 (stereo unspecified)	-2	7	i	0.0	5%	.	.	1.7%	12%	i	34	-9%	-0.5%
CCC(=O)NNc1ncnc2c1cnn2-c1ccccc1	-5	0	i	0.6	25%	0.6	1050	0.5%	5%	i	17	5%	0.4%
CCOC(=O)CSc1nc2c(sc(=S)n2-c2ccccc2OC)c(=O)n1-c1ccccc1OC	.	.	i	1.1	8%	.	.	6.5%	4%	i	23	0%	0.0%
CCOC(=O)/C(=C/c1ccc(OC)cc1)NC(=O)c1ccco1	-3	2	i	0.7	3%	0.2	882	0.6%	1%	i	44	-6%	0.1%
CC(=O)N1c2ccc(S(=O)(=O)NCC3CCC(C(=O)N(C)Cc4ccccc4)CC3)cc2CC1C (stereo unspecified)	.	.	i	5.8	8%	.	.	?	16%	i	30	-3%	-0.3%
COc1ccccc1NS(=O)(=O)c1ccc2oc(SCC(=O)N3CCNC3=O)nc2c1	.	.	i	0.9	.	.	.	1.1%	3%	i	40	.	.
CC(C)CN(CC(C)C)C(=O)COn1nnc2ccc(S(=O)(=O)N3CCOCC3)cc21	.	.	i	1.0	.	.	.	1.4%	5%	i	32	.	.
CCN(CC)S(=O)(=O)c1cccc(NC2=NCC(C)S2)c1 (stereo unspecified)	-23	7	i	0.3	11%	-5.4	1096	1.0%	1%	i	9	-5%	-1.1%

Compound profiles, from the list above. Values in the order: WT yeast gro inh | WT yeast gro inh mutant strain | Myeloid diff 2 | Myeloid diff 2 GFP+ MAC1+ % | Large T inhibition | bCat nuc transl | bCat nuc transl cell count 5 µM | RSV antiviral HEp-2 | MgcRacGAP inhibition | T cell modulator | T cell modulator vesicle-bound % | Salmonella PhoP GFP | West Nile antiviral
`O=C(CC1SC(=O)NC1=O)Oc1ccc(/C=N/NC(=O)c2ccccc2O)cc1` (stereo unspecified) reads . | . | i | 0.9 | 48% | 1.7 | 1323 | 0.6% | 30% | i | 52 | -5% | 0.2%
`CCC(=O)NNc1ncnc2c1cnn2-c1ccccc1` reads -5 | 0 | i | 0.6 | 25% | 0.6 | 1050 | 0.5% | 5% | i | 17 | 5% | 0.4%

The results go on.
SMILES	WT yeast gro inh	WT yeast gro inh mutant strain	Myeloid diff 2	Myeloid diff 2 GFP+ MAC1+ %	Large T inhibition	bCat nuc transl	bCat nuc transl cell count 5 µM	RSV antiviral HEp-2	MgcRacGAP inhibition	T cell modulator	T cell modulator vesicle-bound %	Salmonella PhoP GFP	West Nile antiviral
COc1cc(SC)ccc1C(=O)Nc1cc(C)ccn1	26	32	i	0.1	14%	-0.5	1040	7.2%	2%	i	59	5%	-0.2%
COc1ccc(NC(=O)CSc2nnc(-c3ccccc3)n2Cc2ccco2)cc1OC	9	-5	i	5.3	1%	-0.8	1375	1.2%	9%	i	53	3%	-0.1%
CCNC(=O)C(=O)Nc1ccc(OC)c(Cl)c1	1	-3	i	0.3	9%	-1.6	1086	2.5%	3%	i	33	6%	-0.5%
CCOC(=O)N1CCC(N2C(=O)c3ccc(C(=O)O)cc3C2=O)CC1	-17	-12	i	0.6	4%	.	.	0.4%	7%	i	39	13%	0.3%
COc1ccc(S(=O)(=O)N2CCCC(C(=O)Nc3ccc(OC)c(OC)c3)C2)cc1 (stereo unspecified)	1	-5	i	0.6	3%	-7.2	1067	1.4%	4%	i	8	-9%	-0.2%
O=C(COn1nnc2ccc(Cl)cc21)NC12CC3CC(CC(C3)C1)C2	32	36	i	13	-7%	.	.	-1.9%	-2%	i	52	21%	-1.4%
CC(Cc1ccccc1)NC(=O)/C=C/c1ccc([N+](=O)[O-])cc1 (stereo unspecified)	1	1	i	0.6	18%	-1.0	533	1.5%	2%	i	47	2%	-0.7%
CC(=O)c1ccc(NC(=O)CSCCO)cc1	6	0	i	0.3	11%	.	.	3.4%	7%	i	57	1%	-0.2%
Cc1ccc(NC(=O)c2cccc(S(C)(=O)=O)c2)cc1	-2	-15	i	0.1	-1%	-3.9	1195	0.1%	5%	i	44	-6%	-0.5%
Cc1cc2oc(C(=O)N(Cc3cccs3)C3CCS(=O)(=O)C3)cc(=O)c2cc1Cl (stereo unspecified)	.	.	i	0.6	21%	-1.2	1334	1.5%	5%	i	31	-8%	-0.7%
COc1ccc(Cl)cc1NC(=O)CN(C)C(=O)c1ccc(C)s1	.	.	i	0.4	13%	.	.	2.4%	5%	i	7	-6%	.
COc1cccc(-c2nc3cc(C)ccc3o2)c1	27	18	i	1.1	16%	0.4	1137	2.0%	6%	i	12	8%	-0.3%
Nn1c(SCc2nc3ccccc3[nH]2)nnc1-c1cccnc1	4	-9	i	2.7	3%	-3.1	794	1.3%	2%	i	19	8%	-0.7%
C=CCN1C(=O)CN=C1Nc1cc(C)ccc1C	-51	1	i	0.4	10%	-0.3	780	-0.1%	8%	i	37	-10%	0.2%
CCOC(=O)Cc1csc(NC(=O)/C=C\c2ccccc2)n1	12	19	i	1.0	-11%	1.0	1036	2.4%	15%	i	46	0%	-0.4%
C=CCSC1=N/C(=C\c2cc(OCC)c(OC(C)=O)c([N+](=O)[O-])c2)C(=O)S1	35	-1	i	0.6	-11%	-1.8	1043	1.4%	14%	i	28	-2%	-0.1%
CC(=O)N1CCC(=NNc2ncc(C(F)(F)F)cc2Cl)CC1	14	8	i	0.1	-4%	-2.6	1054	1.4%	2%	i	28	8%	1.2%
O=C(CCCN1C(=O)S/C(=C/C=C/c2ccccc2)C1=O)Nc1ccc(C(=O)O)cc1	.	.	i	0.8	34%	.	.	1.1%	20%	i	45	0%	-0.6%
Cn1cnc([N+](=O)[O-])c1Sc1nc2ccccc2[nH]1	.	.	i	0.0	9%	-0.3	1353	0.8%	.	i	51	10%	0.2%

An excerpt from above, reduced to Myeloid diff 2 GFP+ MAC1+ %:
mol | Myeloid diff 2 GFP+ MAC1+ %
CC(=O)c1ccc(NC(=O)CSCCO)cc1 | 0.3
Cc1ccc(NC(=O)c2cccc(S(C)(=O)=O)c2)cc1 | 0.1
Cc1cc2oc(C(=O)N(Cc3cccs3)C3CCS(=O)(=O)C3)cc(=O)c2cc1Cl (stereo unspecified) | 0.6
COc1ccc(Cl)cc1NC(=O)CN(C)C(=O)c1ccc(C)s1 | 0.4
COc1cccc(-c2nc3cc(C)ccc3o2)c1 | 1.1

The order is random; any-hit rate near 3.6%.
